Source: PubChem BioAssay (National Center for Advancing Translational Sciences (NCATS))
GRP78 ERSR act: inducers of ER stress response in human glioma cells; U87-MG GRP78 promoter luciferase reporter, 16 h; Potency, µM, inactives show at the top dose activation, hits mostly activators; 420,000 tested, 0.02% active; AID 602332; note: potency is the fitted concentration of half-maximal effect; series mostly up to about 76 µM; % of control where 0% means no effect; nearly all actives have a fitted effect of over 35% in size
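ERSR induction read as luciferase luminescence (Bright-Glo, 10 min at room temperature) in stably transfected human U87-MG glioma cells exposed to compounds for 16 h, using GRP78 as sensor.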
LDHA block: inhibitors of human lactate dehydrogenase A. 480,000 tested, 0.15% active. activity change, % (values are at about 110 or 230 µM). purified LDHA, NADH/diaphorase-resazurin fluorescence; active compounds read low; in the data active = activity change below about -30%; inconclusive = mostly about -25% to -30%;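 note: plate controls were DMSO wells for no effect and wells without enzyme for full effect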
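Enzyme activity of human lactate dehydrogenase 5 (2 nM; 0.06 mM NADH, 0.2 mM pyruvate, 5 min, RT) is measured via a resazurin/diaphorase fluorescence readout of residual NADH.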
Pol kappa inh: inhibitors of human DNA polymerase kappa. Potency, µM (top dose mostly 107 µM), for inactives: top-dose activity, negative = inhibition, most hits filed as inhibitors. purified Pol kappa, fluorescent DNA synthesis assay, 10 min. AID 588579. 400,000 tested, 0.53% active. Q9UBT6; note: potency is the fitted concentration of half-maximal effect; % is set by controls: 0 for no effect and ±100 for the full control effect
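Inhibition of 10 nM Pol kappa is measured by a fluorescent read-out at 0 and 10 min following addition of 50 nM substrate (final), with a 15-min room-temperature compound preincubation.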
BLM inh: blocks DNA unwinding by human BLM helicase. P54132. recombinant BLM DNA unwinding, fluorescence dequenching. Potency, µM (highest dose often 56.1 µM), for inactives: at the highest dose activity change, negative = inhibition, most hits filed as inhibitors. 350,000 tested, 0.2% active;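 note: potency is the fitted concentration of half-maximal effect; plate controls were vehicle for no effect and no enzyme for full effect; nearly all actives have a fitted effect of over 35% in size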
POLB inh: blocks human DNA polymerase beta activity. Potency, µM (top dose mostly 114 µM), inactives show top-dose activity change, negative = inhibition, usual class: inhibitors. P06746. 340,000 tested, 1.3% active. Pol beta primer extension/strand displacement, fluorescence kinetic; note: potency is the fitted concentration of half-maximal effect; % is set by controls: 0 for no effect and ±100 for the full control effect
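Values derive from four-parameter Hill fits of normalized kinetic data: reads at 0 and 10 min following addition of 50 nM substrate to 10 nM Pol beta preincubated 15 min with compound.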
APEX1 inh: inhibitors of human APE1 endonuclease; Potency, µM (top dose mostly 65.8 µM), for inactives: at the top dose activity change, negative = inhibition, usual class: inhibitors; AID 2517; P27695; recombinant APE1, TAMRA/BHQ-2 abasic DNA cleavage fluorescence; 350,000 tested, 0.35% active;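 note: potency is the fitted concentration of half-maximal effect; plate controls were vehicle for no effect and reference inhibitor for full effect; nearly all actives have a fitted effect of over 55% in size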
Target sequence (P27695 whole entry, looked up): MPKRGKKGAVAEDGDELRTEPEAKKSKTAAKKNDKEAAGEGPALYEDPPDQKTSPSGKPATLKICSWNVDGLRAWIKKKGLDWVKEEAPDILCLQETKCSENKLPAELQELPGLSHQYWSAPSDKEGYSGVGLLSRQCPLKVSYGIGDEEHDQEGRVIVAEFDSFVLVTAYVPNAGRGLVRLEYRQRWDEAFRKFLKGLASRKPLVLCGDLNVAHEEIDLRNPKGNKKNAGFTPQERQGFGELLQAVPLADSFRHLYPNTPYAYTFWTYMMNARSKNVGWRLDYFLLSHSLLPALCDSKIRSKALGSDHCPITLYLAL
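APE1 at 0.75 nM final was preincubated with compound 15 min at room temperature, then 50 nM double-stranded THF abasic-site substrate (5'-TAMRA/3'-BHQ-2) was added. Fluorescence (ex 525/em 598 nm) was read kinetically; third-minus-first read gave activity.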
Pol eta inh: DNA polymerase eta (human) inhibition; Q9Y253; recombinant Pol eta, fluorescent DNA replication assay; Potency, µM (doses to about 114 µM), without a hit: at the top dose activity change, negative = inhibition, actives largely listed as inhibitors; 390,000 tested, 1.2% active; AID 588591; note: potency is the fitted concentration of half-maximal effect; % is set by controls: 0 for no effect and ±100 for the full control effect
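Pol eta (10 nM) was preincubated with compounds for 15 min at room temperature, after which fluorescent replication substrate (50 nM final) was added to start the reaction. Fluorescence was read kinetically at 0 and 10 min.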
Anesthetic bind: candidate novel general anesthetic via apoferritin binding; apoferritin/1-aminoanthracene competitive binding, fluorescence; AID 485281; P02791; Potency, µM (top dose mostly 77.5 µM), for inactives: top-dose activity change, negative = displacement, actives largely listed as inhibitors; 350,000 tested, 0.074% active; note: potency is the fitted concentration of half-maximal effect; % is set by controls: 0 for no effect and ±100 for the full control effect; nearly all actives have a fitted effect of over 20% in size
Target sequence (P02791 2-175 limits assumed): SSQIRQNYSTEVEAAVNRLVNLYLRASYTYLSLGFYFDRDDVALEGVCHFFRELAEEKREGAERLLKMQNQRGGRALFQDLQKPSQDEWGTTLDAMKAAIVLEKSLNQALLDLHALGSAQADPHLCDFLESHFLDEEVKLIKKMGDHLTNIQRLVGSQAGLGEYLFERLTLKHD
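10 uM apoferritin + 50% sat. 1-AMA, PBS; cpd 10 min RT; Ex380/Em535 endpoint; normalized to free probe vs complex; 4-param Hill fit; propofol titration as pos. ctrl.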
POLI inh: blocks human DNA polymerase iota activity. Q9UNA4. Pol iota fluorescent replication assay, 10 min. Potency, µM (highest dose often 115 µM), inactives show at the top dose activity, negative = inhibition, most hits filed as inhibitors. 390,000 tested, 1% active. AID 588590; note: potency is the fitted concentration of half-maximal effect
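Pol iota at 10 nM preincubated 15 min with compounds at room temperature; reaction started with fluorescent substrate, 50 nM final. Fluorescence read kinetically at 0 and 10 min; buffer-only wells as negative control.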
* = called active by the depositor; ? = inconclusive; / = not tested or not shown; & = joins results of further samples; [ ] = dose if it differs, or a comment. Unless noted, calls come from the whole dose curve; as a rule, active = well fitted curve in the direction sought with a large enough effect; inconclusive = small, poorly fitted or top-dose-only effect, or another doubt; inactive = no such curve, though single readings can be large; an effect the other way counts as inactive or inconclusive. A portion of the library; the hit share may differ from the screen's.

compound | Pol kappa inh | POLB inh | POLI inh | GRP78 ERSR act | Anesthetic bind | APEX1 inh | Pol eta inh | BLM inh | LDHA block
COc1cc2c(=O)c(-c3ccc(O)cc3)coc2cc1OC1OC(CO)C(O)C(O)C1O (stereo not given) | -6.9% | 15.5% | -11.8% | -1.9% | 5.9% | 18.7% | 2.6% | -0.5% | -11.2
CCCCC[C@H](O)/C=C/[C@H]1[C@H](O)CC(=O)[C@@H]1C/C=C\CCCC(=O)O | 5.0%&5.2%[19.4 µM] | / | / | -3.4%&-2.6% | -0.1%&-5.2% | -3.1%&-3.9%&16.8% | / | 1.2%&-2.9%&-5.0% | /
Nc1ccc(Cc2nc3c(ccc4ccccc43)[nH]2)cc1 | -6.9% | -4.7% | 46.0%[activator] | 5.8% | -14.9% | -2.2% | -11.2% | -4.5% | -2.8
O=C1CSC(=S)N1N=Cc1ccc2c(c1)OCO2 | -8.7% | / | ? | -0.6% | / | / | 4.4% | / | 7.7
CCOC(=O)c1c(NC(=O)COC(=O)C2CCC2)sc(C(=O)N(C)C)c1C | -2.5% | / | 15.5% | -2.8% | / | 13.3% | -16.2% | / | 2.4
CN1C(=O)C(C)(C)c2cc(S(=O)(=O)N3CCCC(C(=O)Nc4ccc(Cl)cc4)C3)ccc21 (stereo not given) | -14.4% | 22.7% | 25.7% | -1.4% | -14.3% | 8.0% | -26.8% | -7.0% | -5.3
CCN1C(=O)C(O)(CC(=O)/C=C/C=C/c2ccccc2)c2ccccc21 (stereo not given) | 1.0% | 2.4% | -2.8% | -5.8% | ? | -3.7% | -20.1% | -2.4% | -0.3
O=C(O)c1nn(Cc2csc(-c3ccccc3)n2)c(=O)c2ccccc12 | -9.8% | -1.0% | 26.4% | 3.5% | 1.7% | 81.3%[activator] | 9.2% | -4.2% | -11.0
CCOc1cc(-c2noc(CCC(=O)NCC3CCCO3)n2)ccc1OC (stereo not given) | -1.6% | 12.0% | 7.7% | -5.5% | -6.9% | 35.7% | -5.2% | -2.5% | -3.3
CCCCC/C=C\C[C@@H](O)/C=C/C=C/C=C\[C@@H](O)CCCC(=O)O | 3.6%[19.4 µM] | / | / | -3.2%&-3.1% | 3.9% | 1.8% | / | 2.3%[12.4 µM] | /
CC(C)OC(=O)C(CC(=O)O)NCc1ccccc1 (stereo not given) | 4.0% | 19.4% | 14.2% | -0.5% | -6.0% | 1.8% | -0.9% | -1.7% | -5.8
CCN(CC)C(=O)c1cc2c(=O)n3cccc(C)c3nc2n1C | -3.2% | 9.8% | 6.0% | -2.8% | 121.4%[activator] | -0.4% | -12.5% | -3.3% | -4.9
COC(=O)C(C)NC(=O)C1CCCN1C(=O)CNC(=O)OCc1ccccc1 (stereo not given) | -5.8% | 21.7% | 18.7% | -0.1% | 4.9% | 31.5% | -19.3% | -3.2% | -8.0
CC(C)C[C@H](NC(=O)N1CCn2c1nc1ccccc12)C(=O)NC1CC1 | -3.1% | 79.1% | -11.5% | -0.6% | -2.9% | -6.5% | -4.6% | -2.1% | -6.5
COc1ccc(N2C(=O)NC(NC(=O)c3cccnc3)(C(F)(F)F)C2=O)cc1 (stereo not given) | 1.1% | -5.6% | 22.9% | -4.4% | -1.6% | -3.9% | -13.9% | -3.5% | -3.6
O=C(O)Cc1c(-c2ccccc2)c2cc(Cl)ccc2[nH]c1=O | -18.8% | -6.8% | 1.3% | -1.6% | 25.4% | 44.9%[activator] | -10.6% | -2.0% | -8.2
CCOc1cc(C2/C(=C(/O)c3ccc(OC)cc3)C(=O)C(=O)N2CC2CCCO2)ccc1O (stereo not given) | 11.1% | -12.6% | 21.7% | -4.4% | 2.4% | -0.5% | -3.2% | -3.0% | -1.4
CC(C)=CCC/C(C)=C/C=N/NC(=O)c1ccc([N+](=O)[O-])cc1 | 5.9% | 12.0% | 17.3% | -1.4% | 3.9% | 0.9% | -22.7% | 3.6% | 1.7
CCC(C)(C)NC(=O)C(Sc1ccccc1)c1ccccc1 (stereo not given) | -5.8% | 0.4% | 61.0%[activator] | -1.6% | -5.5% | 6.5% | -11.4% | -4.9% | -3.8
C#CCOCCOCCOCCNc1nc(N2CCN(C(=O)Cn3cc(CCO)nn3)CC2)nc(N2CCN(C(=O)Cn3cc(CCCCN)nn3)CC2)n1 | -11.1% | / | 8.3% | -3.2% | / | / | -12.6% | / | -1.3
COc1cc(C)c(S(=O)(=O)N2CCN(C)CC2)cc1C | -10.1% | -12.4% | 7.7% | -5.5% | 0.6% | 6.3% | 1.3% | 1.4% | -5.4
CCCc1nn2c(=O)cc(COc3ccc(/C=C(\C#N)C(=O)Nc4ccc(F)cc4)cc3)nc2s1 | -8.2% | 2.8% | 3.3% | -0.8% | -5.4% | / | -1.1% | -6.7% | -1.2
CCOC(=O)c1c(C)[nH]c(N=Nc2ccc(OC)cc2)c1C | -10.5% | 8.5% | -2.6% | 10.5% | -15.1% | -4.3% | -4.6% | -9.7% | 1.5
O=C(COc1ccc(Br)cc1)NNC(=O)c1cc(S(=O)(=O)N2CCOCC2)ccc1Cl | -14.6% | / | 14.4% | -2.6% | / | / | -19.7% | / | -9.3
COc1ccc(C)cc1NC(=O)C(=O)NCCc1sc(-c2cccc(C)c2)nc1C | -5.1%[60.1 µM] | 1.3% | 32.0%[activator] | -2.5% | -0.9% | / | -17.6% | -0.4% | -6.9
Cc1cccc(Cn2cc(C(=O)Nc3ccc(F)c(C(F)(F)F)c3)ccc2=O)c1 | -3.1%[60.1 µM] | -27.3% | 11.3% | -2.0% | -12.3% | / | -23.7% | -3.4% | -3.2
CN(C)c1ccc(C(=S)N2CCN(c3ccccc3)CC2)cc1 | -12.3% | 4.8% | 12.5% | -4.8% | ? | -1.3% | 3.1% | -6.2% | 1.8
CCCCNC1=NCCS1 | -8.1% | 8.4% | 16.5% | -1.8% | 2.4% | ? | -13.8% | 1.9% | 0.1
CCOC(=O)C1(CCOc2ccccc2)CCN(Cc2cccc(OCCO)c2)CC1 | -1.3% | -15.3% | 97.3%[activator] | -6.1% | -16.3% | 32.6% | -11.6% | -6.3% | -2.5
O=C(CSc1ncn(-c2ccccc2)n1)c1cccs1 | -18.4% | -0.9% | -0.4% | -4.2% | -19.9% | -6.3% | 5.7% | -1.3% | -3.0
COc1cccc(NC(=O)CC2C(=O)NC3CCCCC3N2C(=O)c2ccccc2)c1 (stereo not given) | -1.1% | / | 62.0%[activator] | -0.1% | / | / | -16.0% | / | -9.0
O=C(OCc1ccccc1)N1CCOCCOCCN(C(=O)OCc2ccccc2)CCOCCOCC1 | -12.5% | 6.5% | 10.5% | -4.7% | -22.6% | -5.3% | -3.8% | -9.1% | -8.7
COc1ccc(/C=C2\N=C(c3ccccc3)NNC2=O)cc1 | 1.5% | 0.2% | 49.2%[activator] | -4.2% | 5.3% | -2.1% | -13.9% | -3.8% | -1.8
CC1CCN(C(=O)C(C)OC(=O)c2ccc(S(C)(=O)=O)c([N+](=O)[O-])c2)CC1 (stereo not given) | 1.6% | / | -10.6% | -11.7% | / | / | / | / | -1.8
CCN(CC)c1ccc(/C=C2\SC(N)=NC2=O)cc1 | -4.0% | 5.0% | 16.2% | 0.9% | -4.6% | 13.3% | -14.2% | -4.9% | -0.2
CCc1ccccc1NC(=O)c1ccc2nc(C(C)C)oc2c1 | -8.0%[60.1 µM] | 37.9%[activator] | 31.9%[activator] | -3.1% | -6.1% | / | -9.3% | -0.5% | -10.5
CC1CCN(S(=O)(=O)c2ccc(NC(=O)CNC3CCCCC3)cc2)CC1 | -9.4% | 54.1% | 24.5% | -4.8% | -3.3% | -3.9% | -3.1% | -2.5% | -14.5
CC1(C)CC(=O)C(C(=O)CCCCC(=O)C2C(=O)CC(C)(C)CC2=O)C(=O)C1 | -19.7% | ? | 14.9% | -2.8% | -17.2% | 11.2% | -7.7% | 1.0% | 2.7
CC1CCN(C(=O)CSc2c3c(nc4ccc(Cl)cc24)CCCC3)CC1 | -15.6% | 12.0% | 1.7% | -6.4% | ? | / | -11.3% | -0.8% | 1.0
O=C(CCl)N(C1CCCC1)C1CCS(=O)(=O)C1 (stereo not given) | -19.9% | 14.5% | 59.3%[activator] | -4.3% | 3.4% | 19.5% | -7.7% | -0.8% | -3.6
CCSc1ncc(Cl)c(C(=O)Nc2nc3ccc(S(C)(=O)=O)cc3s2)n1 | -6.6% | 1.8% | -0.2% | / | -10.5% | / | / | 3.9% | -6.8
CCCCC[C@H](O)/C=C/[C@@H]1[C@H]2C/C(=C/CCCC(=O)O)C[C@H]2C[C@H]1O | 7.2%&4.6%[19.4 µM] | / | / | -4.2%&-4.7% | 1.0%&4.6% | 6.1%&1.9%&0.8% | / | 3.2% | /
CCOc1ccc(C(=O)COC(=O)Cn2cnc3c2c(=O)n(C)c(=O)n3C)cc1 | -9.9% | / | -2.3% | -2.2% | / | 2.9% | 5.2% | / | -14.3
Nc1nc(N2CCOCC2)nc(N(c2ccccc2)c2ccccc2)n1 | 14.6% | 27.8% | 31.7%[activator] | -3.9% | -3.5% | -0.7% | -9.6% | 0.1% | -4.2

4 entries from above in another layout:
Every second line gives: Pol kappa inh | POLB inh | POLI inh | GRP78 ERSR act | Anesthetic bind | APEX1 inh | Pol eta inh | BLM inh | LDHA block
> O=C(COc1ccc(Br)cc1)NNC(=O)c1cc(S(=O)(=O)N2CCOCC2)ccc1Cl
  -14.6% | / | 14.4% | -2.6% | / | / | -19.7% | / | -9.3
> CCN(CC)c1ccc(/C=C2\SC(N)=NC2=O)cc1
  -4.0% | 5.0% | 16.2% | 0.9% | -4.6% | 13.3% | -14.2% | -4.9% | -0.2
> O=C(CCl)N(C1CCCC1)C1CCS(=O)(=O)C1 (stereo not given)
  -19.9% | 14.5% | 59.3%[activator] | -4.3% | 3.4% | 19.5% | -7.7% | -0.8% | -3.6
> CC1CCN(S(=O)(=O)c2ccc(NC(=O)CNC3CCCCC3)cc2)CC1
  -9.4% | 54.1% | 24.5% | -4.8% | -3.3% | -3.9% | -3.1% | -2.5% | -14.5
